TbMetRS inhib – blocks T. brucei methionyl-tRNA synthetase activity; inhibition, % at 11.9 µM; AID 624268; actives 0.4% (n = 360,000); purified T. brucei MetRS, ATP depletion, Kinase-Glo luminescence;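 active = inhibition above a per-plate cutoff of the control wells' mean inhibition plus 3 SD, cut at about 5.5% in these data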;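 also: 0% = DMSO wells median and 100% = median of wells with control inhibitor compound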
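Test system – parasite MetRS enzyme · Reagent – substrates ATP, L-methionine and bulk Escherichia coli tRNA · Doses – 11.9 µM compound single dose, 0.9% DMSO · Times – 15 min enzyme-compound preincubation, 2 h reaction, 10 min detection, 25 °C · Signal – Kinase-Glo luminescence, ATP depletion format · Controls – DMSO-only wells as low control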
Rpn11 inh – Rpn11 (human) deubiquitinase inhibition | O00487 | actives 0.59% (n = 360,000) | AID 588493 | human 26S proteasome, Ub4-pepOG fluorescence polarization; 20S core pre-blocked with epoxomicin | calls only at 20 µM;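 active = inhibition at 20 µM, scaled to each plate's controls, above about 33%, limit read from the data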
NadD inh – inhibitors of Staphylococcus aureus NadD | inhibition, % at 20 µM | actives 0.78% (n = 360,000) | AID 602399 | purified NadD enzyme, colorimetric absorbance read-out; in the data active = inhibition above about 26%; also: some compounds past the cut are filed as inactive
LMPTP block – blocks human LMPTP phosphatase | inhibition, % at 20 µM | recombinant LMPTP-A, OMFP fluorogenic substrate, fluorescence intensity | AID 651560 | actives 0.22% (n = 360,000);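 active = compounds that cut the enzyme signal by at least half of the control window in the single-dose screen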;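 also: plate controls were DMSO wells with enzyme plus substrate for no effect and substrate without enzyme for full effect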
Target sequence (P24666 whole entry, looked up): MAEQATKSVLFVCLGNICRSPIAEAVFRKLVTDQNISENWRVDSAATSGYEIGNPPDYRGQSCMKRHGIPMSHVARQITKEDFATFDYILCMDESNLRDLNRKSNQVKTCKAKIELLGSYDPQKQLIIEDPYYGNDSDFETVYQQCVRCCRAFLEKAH
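Test system: LMPTP-A phosphatase enzyme; input: 0.625 nM LMPTP-A final; reagent: OMFP substrate, 400 µM final; compound dosing: 20 µM single dose, 3% DMSO; incubation: 50 min dark incubation at room temperature; measured by: endpoint fluorescence intensity from OMFP dephosphorylation; measure: % inhibition relative to no-enzyme and uninhibited control wells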
Scp-1 inhibitor – blocks human Scp-1 phosphatase activity. Recombinant Scp1, phosphopeptide, malachite green phosphate absorbance. AID 493091. actives 0.88% (n = 340,000). Q9GZU7. inhibition, % at 20 µM;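 active = inhibition above about 50% at 20 µM, limit read from the data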;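 also: plate controls were DMSO wells with enzyme for no effect and wells lacking enzyme for full effect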
Target sequence (Q9GZU7 76-261 limits assumed): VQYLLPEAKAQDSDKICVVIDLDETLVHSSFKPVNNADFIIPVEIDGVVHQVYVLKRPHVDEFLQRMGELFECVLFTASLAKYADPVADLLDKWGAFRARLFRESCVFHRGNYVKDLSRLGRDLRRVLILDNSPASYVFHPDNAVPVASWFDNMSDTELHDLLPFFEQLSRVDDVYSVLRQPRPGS
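Assay system: SCP-1 catalytic fragment, aa 76-261 | Buffer or medium: Tris acetate buffer pH 5.5 with MgCl2 and Tween-20 | Compound: One concentration, 20 µM, with 1.0% DMSO | Also added: Phospho 17-mer peptide substrate | Signal: Absorbance at 630 nm | Incubation: 45 min enzyme reaction at room temperature | Measure: % inhibition of SCP-1 phosphate liberation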
MsrA inh – bovine MsrA inhibition; purified bovine MsrA, absorbance read-out; inhibition, % at 15.5 µM; actives 0.75% (n = 360,000); in the data active = inhibition above about 4.5%;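 also: 0% = vehicle wells with enzyme and 100% = reference inhibitor wells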
SUMO1 PPI mod – modulators of human SUMO1-mediated protein-protein interactions; AID 602429; actives 0.33% (n = 360,000); inhibition, % at 20 µM; SUMO1 binding to a labelled peptide, TR-FRET, 1 h; in the data active = inhibition above about 37%
Target sequence (P63165 whole entry, looked up): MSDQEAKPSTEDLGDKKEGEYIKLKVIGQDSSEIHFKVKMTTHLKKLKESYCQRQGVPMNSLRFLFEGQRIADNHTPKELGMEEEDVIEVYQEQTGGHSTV
CSN inh – CSN deneddylation inhibition. Purified CSN, SCF-Nedd8-OG deneddylation, fluorescence polarization. inhibition, % at 12.5 µM. actives 0.38% (n = 360,000). AID 651999;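 active = pattern-corrected inhibition above about 35%, with an unprinted fluorescence ratio check between 0.5 and 1.5, limit read from the data, passing the limit was not always enough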;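 also: 0% = enzyme with substrate and 100% = substrate without enzyme; some results filed as inactive read as strong as hits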
Target sequence (Q92905 whole entry, looked up, one chain of several): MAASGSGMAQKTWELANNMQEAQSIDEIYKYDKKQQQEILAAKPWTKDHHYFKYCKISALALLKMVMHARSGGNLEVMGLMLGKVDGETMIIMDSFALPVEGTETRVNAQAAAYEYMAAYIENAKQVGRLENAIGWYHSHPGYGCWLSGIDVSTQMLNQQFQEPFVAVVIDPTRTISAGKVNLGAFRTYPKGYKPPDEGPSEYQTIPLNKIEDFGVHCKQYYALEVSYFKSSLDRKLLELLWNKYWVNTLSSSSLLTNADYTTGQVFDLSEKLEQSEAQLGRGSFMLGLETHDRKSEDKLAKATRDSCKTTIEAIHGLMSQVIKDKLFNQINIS
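test system = HEK293T-derived human Csn5 enzyme | amount = 0.24 nM Csn5 enzyme, final concentration | medium = Tris/NaCl/DTT buffer, pH 7.5 | schedule = 90 min reaction at room temperature | signal = FP | evaluation = inhibition of Csn5 cleavage, % | compound dosing = single dose of 12.5 µM compound with 0.25% DMSO | probe or stimulus = 10 nM SCFSkp2-Nedd8OG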
STEP block – blocks human striatal-enriched tyrosine phosphatase | P54829 | recombinant STEP, OMFP fluorogenic substrate, fluorescence | inhibition, % at 20 µM | actives 0.25% (n = 360,000);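 active = inhibition at 20 µM, scaled per plate between control wells, above about 37%, limit read from the data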;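 also: 0% = DMSO with enzyme and substrate and 100% = substrate only without enzyme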
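Assay system: isolated STEP enzyme / Timing: 20 min at room temperature, dark / Doses: 20 µM, 1% DMSO / Technique: fluorescence intensity, excitation 480 nm, emission 540 nm / Reagent: fluorogenic phosphatase substrate OMFP at 25 µM final / Measure: percent inhibition scaled to no-enzyme and uninhibited-enzyme controls, plate-pattern corrected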
DNMT1 inh – blocks human DNA methyltransferase DNMT1 | P26358 | DNMT1 molecular beacon, Hinp1I cleavage, fluorescence | inhibition (reported as % activation of signal), % at 10 µM | actives 0.83% (n = 360,000) | AID 588458; in the data active = inhibition above about 50%
Active calls of the source: *; i = inactive; nt = not tested or not shown.

SMILES | TbMetRS inhib | Rpn11 inh | NadD inh | LMPTP block | Scp-1 inhibitor | MsrA inh | SUMO1 PPI mod | CSN inh | STEP block | DNMT1 inh
CCn1c(SCc2c(Cl)cccc2Cl)nnc1-c1nn(-c2ccccc2)ccc1=O | -0.5 | i | 12 | 0.5 | 2 | 1.3 | 4 | 0 | 4 | -11
CC(/C=N/NC(=O)c1cc(-c2cccs2)[nH]n1)=C\c1ccccc1 | 0.2 | i | 6 | 2.1 | 3 | 2.3 | 1 | 1 | 0 | 10
CC(C)(C)C(=O)Cn1ncc(N2CCCC2)c(Br)c1=O | -0.5 | i | 1 | -1.2 | -9 | 1.3 | -2 | 3 | 0 | 0
COc1cccc(C2=CC(=O)C[C@H](c3ccc4c(c3)OCO4)C2)c1OC | -0.3 | i | -11 | 1.5 | -14 | nt | -5 | 2 | 2 | 1
Cc1cc(OC(=O)c2cccc(C(F)(F)F)c2)c([N+](=O)[O-])c(=O)[nH]1 | -0.6 | i | -6 | -0.9 | -7 | 1.7 | 2 | 5 | -3 | 0
O=C(C1CCCCC1)N1CCN(C(=O)C2CCCCC2)CC1 | -0.6 | i | 4 | -1.5 | -3 | 1.1 | -3 | 6 | 0 | 4
COc1ccc(-n2c(SCc3cn4c(C)cccc4n3)nc3ccccc3c2=O)cc1OC | -0.3 | i | 2 | 5.1 | -5 | -0.5 | 1 | 3 | 2 | -3
NS(=O)(=O)c1ccc(NC(=O)/C=C/c2cccs2)cc1 | 0.0 | i | -2 | 0.2 | -1 | 8.2* | -20 | 4 | 4 | -1
CCOC(=O)Cn1c(=N)n(CCOc2ccc3ccccc3c2)c2ccccc21 | 4.8 | i | 5 | 2.4 | 5 | 0.9 | -1 | 2 | 5 | -2
Cn1sc(NC(=O)c2cccc(Cl)c2)nc1=O | -0.3 | i | -1 | -1.9 | -5 | 1.0 | -2 | 3 | -6 | 2
Cc1cc(Cn2nnc(-c3ccc(Br)cc3)n2)cc(C)c1O | -0.2 | i | -4 | 1.5 | -8 | 0.4 | 2 | -1 | -4 | -5
CCC(C)[C@H](NC(=O)C1CC(=O)N(c2ccc3c(c2)OCO3)C1)C(=O)NC1CCCCC1 (some centres undefined) | -0.3 | i | 6 | 0.9 | 2 | 0.3 | 8 | -4 | -1 | -1
Cc1ccc(SCC(=O)NC(=O)Nc2ccc3c(c2)OCCO3)c(C)c1 | 0.1 | i | -6 | -0.2 | -13 | 1.4 | 0 | 4 | -3 | 2
Fc1ccc(CNC(=S)NCc2ccc(F)cc2)cc1 | 0.1 | i | 5 | 0.6 | 0 | -0.4 | -2 | 2 | -1 | 2
CCc1nc(SCc2ccccc2)n[nH]1 | -0.7 | i | 8 | -1.5 | 8 | 0.0 | 4 | 0 | 0 | 1
COc1ccc(-c2nnn(CC(=O)N(Cc3ccc(F)cc3)C(C(=O)NC3CCCC3)c3ccc(F)cc3)n2)cc1 (centres undefined) | -0.2 | i | 5 | -0.3 | 7 | -0.9 | -1 | 4 | 3 | 20
C[C@H]1O[C@H](O[C@H]2[C@H](O[C@@H]3CC[C@@]4(C)C(CC[C@]5(C)C4CC=C4[C@@H]6CC(C)(C)CC[C@]6(C(=O)O[C@@H]6O[C@H](CO)[C@@H](O)[C@H](O)[C@H]6O)CC[C@]45C)C3(C)C)O[C@H](C(=O)O)[C@@H](O)[C@@H]2O)[C@@H](O)[C@@H](O)[C@@H]1O (some centres undefined) | -2.2 | i | 12 | 0.9 | -4 | -0.1 | 4 | 7 | -3 | -4
CCCc1nc2ccccc2c(=O)n1NC(=O)c1c(O)c2ccccc2[nH]c1=O | -0.9 | i | 6 | -0.7 | -4 | -0.6 | 17 | 2 | 3 | 5
CCOC(=O)C1CCCN(C2=NC(=O)/C(=C/c3ccc(N(C)C)cc3)S2)C1 (centres undefined) | -1.4 | nt | 4 | 5.7 | 9 | 1.7 | -62 | 114* | -4 | 9
CC(C)[C@H](NC(=O)[C@@H]1CSC2c3ccccc3C(=O)N21)C(=O)N1CCCCC1 (some centres undefined) | -0.5 | i | -6 | 0.6 | -9 | -0.3 | -2 | 0 | -3 | 1
COc1ccc(C2SCCN2C(=S)Nc2cccc(Cl)c2)cc1 (centres undefined) | 1.3 | i | -7 | -1.0 | -13 | 1.2 | 0 | 0 | -2 | 8
CC(OC(=O)c1ccc2ncsc2c1)C(=O)Nc1cccc(Cl)c1 (centres undefined) | -0.5 | i | -1 | 0.1 | -9 | 1.0 | 2 | 1 | 1 | -4
COc1ccc(C(CCNCc2ccc(F)cc2)c2ccc(F)cc2)cc1 (centres undefined) | -1.3 | i | 4 | 1.8 | 18 | -1.1 | -3 | -14 | 2 | 10
NC1=NC(c2ccc([N+](=O)[O-])cc2)N(c2ccc(F)cc2)C(N)=N1 (centres undefined) | 1.0 | i | -4 | -1.6 | -8 | 0.9 | -25 | 2 | 3 | 1
Cc1ccnc(NC(=O)c2ccc3c(c2)C(=O)N(CC(C)C)C3=O)c1 | -0.3 | i | 0 | 0.4 | 1 | -1.4 | -38 | 4 | 0 | 0
CC(Sc1n[nH]c(-c2ccccc2F)n1)C(=O)Nc1ccc(S(N)(=O)=O)cc1 (centres undefined) | 0.0 | i | 1 | -2.0 | -4 | -1.1 | 4 | 5 | 2 | 2
Cc1ccc(S(=O)(=O)N2CN(Cc3ccco3)c3nc4ccccc4nc32)cc1 | 0.2 | i | 7 | 2.2 | -2 | 1.6 | 3 | 4 | -2 | -3
COc1cc(NC(=S)NC(=O)c2ccccc2F)ccc1NC(=O)c1ccco1 | 0.2 | i | -6 | -0.5 | -7 | 0.4 | 4 | -4 | 5 | -12
CC(=O)c1ccc(NC(=O)c2ccc(CNc3c(N4CCCC4)c(=O)c3=O)cc2)cc1 | -0.3 | i | 7 | 0.3 | -7 | 0.0 | 0 | -1 | 2 | 1
CC(C)NC(=O)CN(Cc1ccc(F)cc1)C(=O)CCC(=O)Nc1ccccn1 | -0.1 | i | 1 | -0.8 | -5 | 0.8 | 11 | 1 | -1 | 2
O=C(Nc1nnc(C2CC2)s1)c1cncc(Br)c1 | -0.4 | i | 0 | -1.3 | -4 | 3.7 | 5 | 2 | -3 | 2
COc1ccc(C2(C)NC(=O)N(CC(=O)Nc3ccc(-c4nc5ccc(C)cc5s4)cc3)C2=O)cc1 (centres undefined) | -1.3 | i | 10 | 3.0 | 7 | 1.0 | -2 | -3 | 0 | -13
Cc1cc(O)cc(O[C@H]2OC(CO)[C@H](O)[C@@H](O)[C@H]2O)c1 (some centres undefined) | -0.3 | i | 0 | 0.5 | -14 | -0.5 | -1 | -4 | 0 | 5
O=C(CCCn1c(=S)[nH]c2cc3c(cc2c1=O)OCO3)NCCc1ccc(Cl)cc1 | -0.4 | i | 3 | 8.8 | nt | 0.8 | -8 | 1 | 0 | 15
CCCCNC(=O)c1onc(CSc2ccc(F)c(F)c2)c1C(=O)NCCCC | -0.5 | i | 4 | 2.9 | -14 | 0.1 | -2 | 1 | 1 | 3
CCCc1c(C(=O)NNc2ccc(C)cc2)cnn1-c1ccccc1 | -0.7 | i | -7 | 2.4 | -7 | 0.1 | 0 | 1 | 0 | 0
Cc1ccc(NC(=O)Nc2cccc(F)c2)nc1 | 0.5 | i | -1 | 1.0 | -9 | -0.1 | 0 | -2 | 2 | -1
NC(=S)NN=C1CCC(C2CCCCC2)CC1 (centres undefined) | 0.1 | i | 6 | -1.3 | -12 | 0.1 | 11 | -3 | -3 | 6
CCOc1ccccc1N(CC(=O)NCCSc1ccccc1)S(C)(=O)=O | -0.1 | i | 0 | -0.8 | -4 | 0.3 | 0 | -6 | 1 | -1
O=C1CCCN=C(Nc2ccc(F)c(Cl)c2)S1 | -1.5 | i | -5 | -1.1 | -4 | -1.1 | 0 | 1 | -1 | 2
C/C(=N/NC(=O)c1ccc2c(c1)OCO2)c1ccc(Br)s1 | 0.1 | i | 5 | 7.8 | 27 | 0.3 | 1 | 10 | 17 | 14
Cc1ccc(S(=O)(=O)N2CCN(C(=O)COC(=O)c3ccc(Br)o3)CC2)c(C)c1 | -0.4 | i | -9 | -0.5 | -10 | -1.1 | 4 | -5 | -1 | 2
COCCCN1C(=O)/C(=C\c2ccc3c(c2)OCO3)C(C(=O)OC)=C1C | -0.6 | i | -7 | 0.8 | -3 | 1.6 | -10 | 1 | -1 | -7
CCc1nc2c(OCCC3CCCCC3)cccn2c1N(C)C(=O)C(C)C | 0.0 | i | 4 | 1.4 | nt | nt | 4 | 1 | 1 | -1
CN(CCc1ccccc1)C(C(=O)Nc1ccc2c(c1)OCCO2)C1CC1 (centres undefined) | -1.5 | i | -3 | -1.2 | nt | 0.3 | -2 | -2 | -1 | 3
COc1cc(C(=O)Nc2cc(S(C)(=O)=O)ccc2Cl)ccc1OCC(=O)N1CCOCC1 | -0.5 | i | -4 | -0.6 | -2 | -0.7 | 4 | -4 | 1 | 8
CC1(C)CC(Cc2ccc(C(F)(F)F)cn2)N(C(=O)OC(C)(C)C)C1 (centres undefined) | -1.2 | nt | nt | -0.4 | nt | 0.5 | 2 | 2 | nt | nt

In the list so far, these contain a tert-butyl group:
SMILES | TbMetRS inhib | Rpn11 inh | NadD inh | LMPTP block | Scp-1 inhibitor | MsrA inh | SUMO1 PPI mod | CSN inh | STEP block | DNMT1 inh
CC(C)(C)C(=O)Cn1ncc(N2CCCC2)c(Br)c1=O | -0.5 | i | 1 | -1.2 | -9 | 1.3 | -2 | 3 | 0 | 0
CC1(C)CC(Cc2ccc(C(F)(F)F)cn2)N(C(=O)OC(C)(C)C)C1 (centres undefined) | -1.2 | nt | nt | -0.4 | nt | 0.5 | 2 | 2 | nt | nt

Reformatted: results already given
structure	TbMetRS inhib	Rpn11 inh	NadD inh	LMPTP block	Scp-1 inhibitor	MsrA inh	SUMO1 PPI mod	CSN inh	STEP block	DNMT1 inh
CC1(C)CC(Cc2ccc(C(F)(F)F)cn2)N(C(=O)OC(C)(C)C)C1 (centres undefined)	-1.2	nt	nt	-0.4	nt	0.5	2	2	nt	nt
Cn1sc(NC(=O)c2cccc(Cl)c2)nc1=O	-0.3	i	-1	-1.9	-5	1.0	-2	3	-6	2

Screening data: PubChem BioAssay, several laboratories
